ROC1-CUL1 inh: inhibitors of human ROC1-CUL1 ubiquitin ligase activity. in vitro K48 di-Ub FRET, acceptor:donor ratio, 45 min. E3 ubiquitin-protein ligase RBX1 (Homo sapiens) + Cullin-1 (Homo sapiens), P62877+Q13616. AID 1347404, 2020. 0.6% of 140,000 active. inhibition, % at 10 µM; in the data active = inhibition above about 25%
Target sequence (P62877 whole entry, looked up): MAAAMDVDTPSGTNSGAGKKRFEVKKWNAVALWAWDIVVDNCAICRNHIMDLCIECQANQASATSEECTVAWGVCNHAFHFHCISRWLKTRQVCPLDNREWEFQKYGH
Target sequence (Q13616 whole entry, looked up): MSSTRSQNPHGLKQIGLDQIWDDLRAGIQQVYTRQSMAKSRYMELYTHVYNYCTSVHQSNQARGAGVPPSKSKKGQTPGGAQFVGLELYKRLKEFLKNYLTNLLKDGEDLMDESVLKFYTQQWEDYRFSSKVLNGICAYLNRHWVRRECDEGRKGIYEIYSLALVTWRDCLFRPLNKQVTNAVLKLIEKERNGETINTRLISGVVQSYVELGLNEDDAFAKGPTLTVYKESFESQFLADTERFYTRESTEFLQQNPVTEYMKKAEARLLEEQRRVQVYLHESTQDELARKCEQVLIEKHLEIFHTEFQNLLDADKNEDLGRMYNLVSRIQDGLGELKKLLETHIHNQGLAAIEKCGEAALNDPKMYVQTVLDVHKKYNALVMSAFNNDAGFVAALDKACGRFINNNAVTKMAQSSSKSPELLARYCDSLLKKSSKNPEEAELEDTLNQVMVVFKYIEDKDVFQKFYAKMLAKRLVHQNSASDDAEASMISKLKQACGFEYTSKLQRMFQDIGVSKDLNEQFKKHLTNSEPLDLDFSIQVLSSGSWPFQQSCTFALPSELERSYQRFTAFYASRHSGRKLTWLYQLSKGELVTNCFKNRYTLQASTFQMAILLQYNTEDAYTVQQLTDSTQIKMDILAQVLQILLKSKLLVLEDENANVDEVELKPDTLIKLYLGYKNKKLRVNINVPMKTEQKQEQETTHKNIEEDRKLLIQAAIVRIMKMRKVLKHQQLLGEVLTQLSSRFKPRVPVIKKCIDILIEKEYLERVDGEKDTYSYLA
Starred values were filed as active, the others as inactive. Some of the compounds tested; count on the stated rates, not on these rows.

The opening three compounds, ahead of the listing:
SMILES | ROC1-CUL1 inh
COc1ccc(CNC(=O)C2CCN(c3nnc(C)c4c(C)n(-c5ccc(C)cc5)nc34)CC2)cc1 | 7.4
O=C(c1ccc(NC2CCSC2)nc1)N1CCC(Cn2cccn2)CC1 (stereo not given) | -2.7
CCc1noc(C)c1C(=O)Nc1cc(F)ccc1C | 4.7

This part in full, repeating the preview:
SMILES | ROC1-CUL1 inh
COc1ccc(CNC(=O)C2CCN(c3nnc(C)c4c(C)n(-c5ccc(C)cc5)nc34)CC2)cc1 | 7.4
O=C(c1ccc(NC2CCSC2)nc1)N1CCC(Cn2cccn2)CC1 (stereo not given) | -2.7
CCc1noc(C)c1C(=O)Nc1cc(F)ccc1C | 4.7
COc1ccc(/C(C)=N/N2C(=O)c3ccccc3C2=O)cc1 | -4.2
COc1ccc2c(c1)C1NC(=S)NC(C)(O2)C1C(=O)Nc1ccccc1C (stereo not given) | -2.0
Nc1c(C(=O)NCc2cccc(Cl)c2)sc2nc(-c3cccs3)ccc12 | -5.6
CC(=O)N1CCC(NC2CC(=O)N(CC3CCCCC3)C2)CC1 (stereo not given) | 1.8
CC(C)c1cccc(C(C)C)c1N=Cc1c(O)ccc2ccccc12 | -1.4
Cn1c(SCC(=O)Nc2nc3ccccc3s2)ncc(C(=O)Nc2ccc(Cl)cc2)c1=O | 7.3
COc1ccc(CCNC(=O)c2c(C)oc3ncn(CC(C)C)c(=O)c23)c(OC)c1 | 12.1
CCc1ccc(CCC(=O)N2CCc3ccccc32)cc1 | -0.5
CCOC(=O)C(NC(=O)c1ccccc1)(Nc1sc2c(c1C(=O)OC)CCC2)C(F)(F)F (stereo not given) | 5.9
O=C(Nc1ccc(OC(F)(F)F)cc1)c1cc2nc(-c3ccccc3)cc(C(F)(F)F)n2n1 | 2.1
COc1ccccc1OCc1nc(-c2cccc(C)c2)no1 | 6.0
CCOc1ccccc1CNCCNCC(C)O (stereo not given) | -3.8
CC1=C(C#N)C(=O)N(CC(C)O)C(=O)/C1=C/c1ccc(-c2ccc(Br)cc2)o1 (stereo not given) | 47.0*
CCCCc1ncc(CN2CCOc3ccc(CN4C[C@@H](C)O[C@@H](C)C4)cc3C2)[nH]1 | 8.8
COc1ccc2c(c1)-c1c(sn(-c3ccc(C)c(Cl)c3)c1=S)C(C)(C)N2 | 0.2
COc1cc(NC(=O)/C=C\c2ccc(C)o2)c(OC)cc1Cl | 4.3
Cc1ccc(C2C(C)C(N3CCN(c4cccc(C(F)(F)F)c4)CC3)NS2(=O)=O)cc1C (stereo not given) | -2.0
Cc1ccn(CCC(=O)NC2CCCN(CCc3ccccc3)C2)n1 (stereo not given) | 12.7
CCC(C(=O)Nc1ccccc1NC(=O)c1ccco1)c1ccccc1 (stereo not given) | -1.2
Cc1cccc(N=C2S/C(=C\c3cccc(O)c3)C(=O)N2c2cccc(C)c2)c1 | 7.1
CC(C)C(=O)N1CCN(c2c(Cl)cccc2NC(=O)c2cccs2)CC1 | 12.5
CCOc1ccccc1NC(=O)c1c(NC(=O)c2cccc(C)c2)sc2c1CCCC2 | 6.0
COC(=O)NNC(=O)c1ccc(-c2ccccc2)cc1 | -11.1
CCCCc1ccc(C(=O)NC2CCN(CC)CC2)cc1 | -7.3
CCOC(=O)c1cnc2c(C)c(Cl)ccc2c1Nc1ccc(C)cc1C | -4.4
CNC(=O)c1ccc(C2CCCN2C(=O)c2cc3cccnc3nc2C)s1 (stereo not given) | 7.3
CS(=O)(=O)c1ncc(Cl)c(C(=O)N(Cc2ccc(Cl)cc2)Cc2ccco2)n1 | -4.8
Cc1c(-c2ccccc2)cc(Cl)nc1Cl | 3.5
COC1CCN(C(=O)CC2(c3ccccc3)CC(=O)N(CCCOc3cccnc3)C2=O)CC1 (stereo not given) | -2.3
C=CCOc1c(Br)cc(/C=C2\SC(=O)N(Cc3ccc(F)cc3)C2=O)cc1OC | 5.0
COc1ccc(OC)c(CCNC(=O)CN2C(=O)COc3ccc(S(=O)(=O)N4CCC(C)CC4)cc32)c1 | 2.1
Cc1ccsc1CN(C(=O)c1oc2ccc(F)cc2c1C)C1CCS(=O)(=O)C1 (stereo not given) | 0.7
O=C1C2ON(c3ccccc3)C(c3ccc(O)cc3)C2C(=O)N1c1ccccc1 (stereo not given) | -1.5
CC1CCN(C(=O)CSc2c(C(C)C)cnc3c2c(=O)n(C)c(=O)n3C)CC1 | -1.9
COc1ccc(/C=C/c2nnc(-c3cc(OC)c(OC)c(OC)c3)o2)cc1 | 4.4
Cc1cc(NC(=O)c2cc(-c3ccc(Cl)c(Cl)c3)on2)n(-c2ccccc2)n1 | 1.7
Cc1ccc(CNC(=O)c2ccc3c(c2)N(Cc2ccccc2F)C(=O)c2ccccc2S3(=O)=O)cc1 | -11.1
Cc1cccc(N2C(=O)C(=Nc3ccccc3O)C(Cl)C2=O)c1C (stereo not given) | -9.5
O=C(Oc1ccccc1O)c1cccc([N+](=O)[O-])c1 | 1.1
Cc1cccc(Nc2nc(C)c3c(n2)CC(c2ccco2)CC3=O)c1 (stereo not given) | 4.0
Nc1cc(=O)[nH]c(SCC(=O)Nc2cc(C(F)(F)F)ccc2Cl)n1 | -3.7
CN(Cc1cc(-c2ccccc2)no1)C(=O)Cn1nnnc1CN1CCOCC1 | 6.8
Cn1cc(CCC(=O)N2CCCC(CCc3ccc(F)c(F)c3)C2)cn1 (stereo not given) | -1.4
COc1cc(OC)cc(C(=O)NCC2CCCN(Cc3cnc(SC)nc3)C2)c1 (stereo not given) | 1.7
O=C(Nc1ccc(N2CCC(NCCCN3CCc4ccccc43)CC2)cc1)c1ccccc1F | -7.2
CCOC(=O)c1cc2c3ccccc3n(CC)c2nc1N | 7.4
Cc1cc2nc(N3CCC(C(=O)NC4CCOC4)CC3)nc(C)c2cc1C (stereo not given) | -0.2
The list continues:
SMILES | ROC1-CUL1 inh
COC(=O)C1=CN(Cc2ccc(C)cc2)C=C(C(=O)OC)C1c1ccc(OC(F)(F)F)cc1 | -3.1
CCOC(=O)N1CCc2c(sc3c2c(=O)n(CCc2ccccc2)c(=O)n3CC(=O)Nc2cccc(C)c2)C1 | 2.3
COCC1CCN(C(=O)C2CCC(=O)N(CC3CCCCC3)C2)CC1 (stereo not given) | 3.3
CCC1CN(C(=O)N2CCC(C(=O)Nc3ccccc3F)CC2)c2ccccc2O1 (stereo not given) | 8.2
O=c1c2cc3c(nc2ncn1Cc1ccc(Cl)cc1)CCCC3 | 2.5
CSc1nnc(SC)c2c1sc1nc3c(cc12)COC(C)(C)C3 | 4.0
COc1ccc(NC(=O)CN(c2ccc(F)cc2)S(C)(=O)=O)cc1Cl | 10.0
CCc1csc(CNC(=O)c2ccc(N(C)Cc3ccon3)nc2)n1 | -6.3
O=C(c1ccc2nc(C3CC3)oc2c1)N1CCC(N2CCSCC2)CC1 | 1.9
O=C(CCC(=O)N1CCSc2ccccc21)NCc1ccccc1Cl | 0.0
CNC(=O)C(C)N(c1cc(Cl)ccc1C)S(C)(=O)=O (stereo not given) | -5.5
O=C1Nc2cc(Cl)ccc2C(=O)C1c1ccc(Oc2ccccc2)cc1 (stereo not given) | -0.6
CC(C)(C)c1ccc(C(=O)N2CCCC2)cc1 | 0.2
Nc1ncc(CN2CCN(Cc3ccsc3)C(CCO)C2)cn1 (stereo not given) | 1.1
CN(C)Cc1ccccc1Sc1ccccc1Cl | 8.1
COc1cccc(N2CCCn3c2nc2c3c(=O)n(CC(C)C)c(=O)n2C)c1 | 2.3
O=C1CC2(CCCCC2)c2sccc21 | 7.1
CCOC(=O)c1cc(C(=O)c2cccs2)n2ccc(C(C)=O)cc12 | 4.4
COc1cccc(-c2[nH]nc3c2C(c2ccccc2F)C(C#N)C(=N)O3)c1 (stereo not given) | -2.1
CCN1CCC(NC(=O)C(C)Oc2cccc(Cl)c2)CC1 (stereo not given) | -6.2

A different layout for part of the listing above.
> COc1cccc(N2CCCn3c2nc2c3c(=O)n(CC(C)C)c(=O)n2C)c1
  ROC1-CUL1 inh: 2.3

> O=C1CC2(CCCCC2)c2sccc21
  ROC1-CUL1 inh: 7.1

> CCOC(=O)c1cc(C(=O)c2cccs2)n2ccc(C(C)=O)cc12
  ROC1-CUL1 inh: 4.4

> COc1cccc(-c2[nH]nc3c2C(c2ccccc2F)C(C#N)C(=N)O3)c1 (stereo not given)
  ROC1-CUL1 inh: -2.1

Additional compounds follow:
SMILES | ROC1-CUL1 inh
C=CCOc1ccc(/C=C2\N=C(c3cccc(Cl)c3)OC2=O)cc1OCC | -0.7
O=C1CC(=NCc2ccccc2)c2ccccc2O1 | 2.7
CC1=C/C(=C/c2ccc(Br)o2)C(=O)O1 | 6.7
CC(=O)N1CCN(c2c(Cl)cccc2NC(=O)C(C)C)CC1 | 7.3
CN(c1ccc(C(=O)Nc2ccccc2-c2ccccc2)cc1)S(C)(=O)=O | -0.2
COc1ccccc1CNC(=O)CCCn1nc(C)c2c(C)n(-c3ccc(C)cc3)nc2c1=O | -1.0
CC(=O)c1ccc(OCC(=O)N2CCC(c3cc(=O)[nH]c(C)n3)CC2)cc1 | -4.3
CC(CNC(=O)CN1C(=O)COc2ccc(S(=O)(=O)N3CCCCC3)cc21)c1ccccc1 (stereo not given) | -5.2
COc1ccccc1CNC(=O)CCC(=O)N1CC2CCCN2c2ccccc21 (stereo not given) | -11.9
CCc1n[nH]c2c1CN(Cc1cnn(-c3ccccc3Cl)c1)CC2 | -3.1
Clc1ccc(-c2nnc(Sc3nc4ccccc4o3)c3ccccc23)cc1 | -2.5
O=C(NC1CCC1)C1CCCN(C2CCN(CCc3ccccc3)CC2)C1 (stereo not given) | 1.0
Cc1cc(C)c2oc(-c3ccc(NC(=O)c4cc(Br)ccc4Cl)cc3)nc2c1 | -4.2
COc1ccc(S(=O)(=O)Nc2ccc3c(c2)sc(=O)n3C)cc1Cl | 3.0
COc1ccc([N+](=O)[O-])cc1I | 2.6
CC1CCN(S(=O)(=O)c2ccc(N3C(=O)C(C)(C)CS3(=O)=O)cc2)CC1 | 0.7
Cc1ccc(CN2C(=O)N=C(Cc3cccn3-c3ccc(Br)cc3)C2=O)cc1 | 3.5
O=C1NC(=S)N(c2cccc(Br)c2)C(=O)/C1=C/c1cc(I)c(O)c(I)c1 | 26.9*
Cc1ccc2nc3c(cc(C(=O)NCC4CCCO4)n3C)c(=O)n2c1 (stereo not given) | 4.0
CCC(C)(C)NC(=O)C1CC(=O)N(c2ccc(NC(C)=O)cc2)C1 (stereo not given) | 15.1
COc1cc(C2NC(=O)NC(O)(C(F)(F)F)C2C(=O)c2cccnc2)cc(OC)c1OC (stereo not given) | 0.3
Cc1ccc2oc(C(=O)NCC3CCCO3)c(C)c2c1 (stereo not given) | -1.4
O=C(N=c1scc(-c2ccc(C3CCCCC3)cc2)n1CCO)c1ccccc1 | -8.7
CC1CCc2c(sc(NC(=O)CN3CCN(C)CC3)c2C#N)C1 (stereo not given) | 9.5
O=C(CC(c1cccc(O)c1)c1cccc(Cl)c1)NCc1ccon1 (stereo not given) | -2.4
COc1ccc(OC)c(CCNC(=O)c2cnn(-c3ccc(C)cc3C)c2C2CCN(C(=O)OC(C)(C)C)CC2)c1 | -6.2
CCc1ccc2c(c1)C(O)(CC(=O)c1ccccc1)C(=O)N2 (stereo not given) | 0.0
O=C1OC(c2ccco2)=N/C1=C\c1ccc(Br)s1 | 4.3
COc1ccccc1N1CCN(C(=S)Nc2ccccc2OC(F)F)CC1 | 7.7
CCC(=O)N1c2cc(C)c(C)cc2C2=C(SC(C(=O)OC)=C(C(=O)OC)C23SC(C(=O)OC)=C(C(=O)OC)S3)C1(C)C | -1.0
CC1CCCC/C1=N\Nc1ccc(C(=O)Nc2ccccc2)cc1[N+](=O)[O-] (stereo not given) | -1.2
CCOC(=O)c1scc(-c2ccc(C)cc2)c1S(=O)(=O)Nc1cc(C)ccc1C | 0.1
Cc1ccc(S(=O)(=O)Nc2ccc(C(=O)O)c(O)c2)cc1 | 6.6
CCOc1cc(C(=O)O)cc(I)c1OC | 7.0
Cc1ncc2c(c1-c1noc(CCCOc3ccccc3)n1)CCNC2 | -1.9
Cc1nn(CC(=O)N2CCN(c3cccc(Cl)c3)CC2)c(=O)c2c1sc1ccccc12 | -9.9
O=C(/C=C/c1ccccc1)N1CCC(C2(c3ccccn3)NC(=O)N(CC3CCCO3)C2=O)CC1 (stereo not given) | 3.3
Cc1nnc(N2C(=O)c3cccc4cccc(c34)C2=O)s1 | 4.6
CCCCOc1ccc(C(=O)Nc2cccc(-c3nc4cccnc4s3)c2)cc1 | 2.3
CCCN1C(=O)/C(=C\c2nc3ccccc3c(=O)n2CC)c2cc(Br)ccc21 | 8.6

Gathered by group, the compounds so far with a nitro group on carbon.
SMILES | ROC1-CUL1 inh
O=C(Oc1ccccc1O)c1cccc([N+](=O)[O-])c1 | 1.1
COc1ccc([N+](=O)[O-])cc1I | 2.6
CC1CCCC/C1=N\Nc1ccc(C(=O)Nc2ccccc2)cc1[N+](=O)[O-] (stereo not given) | -1.2

(further entries)
SMILES | ROC1-CUL1 inh
O=C(Nc1cccc(-c2nc3ncccc3o2)c1)c1cc(Cl)ccc1Cl | 8.0
O=C(COc1ccccc1-c1ccnn1-c1ccccc1)N/N=C/c1coc2ccc(Cl)cc2c1=O | 60.0*
Cc1ccc2c(Cl)c(C(=O)O)sc2c1 | 4.7
O=C(O)CCc1nc2ccccc2o1 | 4.8
CCC(=O)N1c2ccccc2CC1C(=O)NCCc1ccc(OC)c(OC)c1 (stereo not given) | -11.5
CC(C(=O)O)c1nc(-c2ccc(Br)cc2)n[nH]1 (stereo not given) | -0.3
CCOC(=O)C(O)(c1ccc(NC(=O)Nc2ccc(Cl)c(Cl)c2)c(OC)c1)C(F)(F)F (stereo not given) | 5.0
Cc1ccccc1N1CCN(C2CCCN(C(=O)Cn3cnc4ccccc4c3=O)C2)CC1 (stereo not given) | 3.8

High-throughput results from PubChem BioAssay.
